Coupling enz: inhibits coupling enzyme system, counter-screen for aldolase hits | AID 2472 | activity change, negative = inhibition, % at 58.2 µM, hits read low | coupling enzyme system counterscreen, AmpLite Red fluorescence | 290,000 tested, 0.67% active; in the data active = activity change below about -30%
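Counterscreen lacking aldolase: glyceraldehyde-3-phosphate coupling-enzyme reagent preincubated 10 min at RT with compound (at 57.5 uM final), then substrate/coupling system with AmpLite Red added; fluorescence read at 525/598 nm after 20 min RT.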
KCNH2 WT inh: blocks the wildtype human KCNH2 potassium channel; activity change, % at 1.84 µM; U2OS, BacMam KCNH2, thallium flux FluxOr; hits give low values; 340,000 tested, 0.37% active;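 active = maximum activity change below -70%; inconclusive = maximum activity change between -70% and -50%; inactive = maximum activity change above -50%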
Target sequence (Q12809 whole entry, looked up): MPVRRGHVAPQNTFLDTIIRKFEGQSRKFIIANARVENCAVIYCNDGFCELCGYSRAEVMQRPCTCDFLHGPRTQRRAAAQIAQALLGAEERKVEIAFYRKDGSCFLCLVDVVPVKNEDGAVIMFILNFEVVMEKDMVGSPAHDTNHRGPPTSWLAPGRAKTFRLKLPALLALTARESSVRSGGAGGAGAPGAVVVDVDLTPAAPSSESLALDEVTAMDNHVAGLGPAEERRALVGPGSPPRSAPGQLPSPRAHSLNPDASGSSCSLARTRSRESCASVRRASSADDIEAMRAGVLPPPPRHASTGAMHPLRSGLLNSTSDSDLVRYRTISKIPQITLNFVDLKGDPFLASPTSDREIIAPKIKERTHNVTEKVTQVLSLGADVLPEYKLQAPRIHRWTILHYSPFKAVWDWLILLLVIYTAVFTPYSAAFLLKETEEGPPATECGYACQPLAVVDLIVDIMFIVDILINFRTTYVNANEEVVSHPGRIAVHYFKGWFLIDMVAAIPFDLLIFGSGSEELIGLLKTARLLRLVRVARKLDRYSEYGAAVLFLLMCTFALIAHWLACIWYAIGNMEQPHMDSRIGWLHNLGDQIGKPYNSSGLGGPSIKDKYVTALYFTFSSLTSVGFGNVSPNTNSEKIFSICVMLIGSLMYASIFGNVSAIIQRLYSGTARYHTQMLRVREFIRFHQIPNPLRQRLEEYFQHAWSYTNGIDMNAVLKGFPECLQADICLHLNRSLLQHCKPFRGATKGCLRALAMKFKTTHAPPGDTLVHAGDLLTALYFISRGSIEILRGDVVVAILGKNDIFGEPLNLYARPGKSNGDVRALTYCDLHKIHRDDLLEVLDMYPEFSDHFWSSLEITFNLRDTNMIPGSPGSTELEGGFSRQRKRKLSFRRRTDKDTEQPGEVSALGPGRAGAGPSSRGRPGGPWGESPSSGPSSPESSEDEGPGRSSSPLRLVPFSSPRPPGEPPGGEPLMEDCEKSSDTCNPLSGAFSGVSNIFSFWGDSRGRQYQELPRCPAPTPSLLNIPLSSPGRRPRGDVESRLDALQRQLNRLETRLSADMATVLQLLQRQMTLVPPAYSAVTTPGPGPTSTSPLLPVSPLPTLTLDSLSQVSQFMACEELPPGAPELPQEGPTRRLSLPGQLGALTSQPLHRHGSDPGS
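U2OS cells were transduced with wild-type KCNH2 virus (2.03 x 10^8 / mL) for 4 h at room temperature, then cultured overnight at 37 C. Thallium flux was read with FluxOr dye. Rate constants were normalized to DMSO controls.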
Eya2 phos inh: blocks the phosphatase activity of human Eya2 | AID 488837 | O00167 | Potency, µM (top dose mostly 76.9 µM), without a hit: at the highest dose activity, negative = inhibition, most hits filed as inhibitors | 330,000 tested, 0.006% active | recombinant Eya2, OMFP fluorescence dephosphorylation (OMFP is methylfluorescein phosphate); note: potency is the fitted concentration of half-maximal effect
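Eya2 (0.2 uM) preincubated 10 min at ambient with compound, then OMFP substrate added at 50 uM; 10 min reaction in 50 mM HEPES pH 7.5, 50 mM NaCl, 5 uM MgCl2, 0.05% BSA, 1 mM DTT. Fluorescence read at Ex 485/Em 525 nm.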
Giardia killer: Giardia lamblia killing; Giardia lamblia trophozoite viability; activity change, % at 7.66 µM, hits read low; 340,000 tested, 0.15% active; in the data active = activity change below about -80%; inconclusive = between about -30% and that limit;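 note: parasites exposed to compound for two days anaerobically before the ATP read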
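Anaerobic 48 hrs incubation at 37 deg C of 100 trophozoites/well with test compounds; ATPLite 1-Step luminescence, 15-30 min RT, reports cellular ATP as viability.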
Chronic BCR inh: inhibitors of chronic active B-cell receptor signaling | ABC-DLBCL IkBa-CBG/CBR reporter, luminescence ratio, 4 h | Potency, µM (series often up to 46.1 µM), for the others: top-dose ratio change, negative = lower green/red ratio, actives largely listed as inhibitors | 340,000 tested, 0.05% active; active = well fitted inhibition curve with a large enough effect in the signal ratio, with a control signal flat, not every such curve was filed as active; inconclusive = small, poorly fitted or top-dose-only effect, or effect the other way, or a change in a side signal; the % refers to the signal ratio;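 note: potency is the fitted concentration of half-maximal effect; plate controls were basal doxycycline-induced cells for no effect and cells given 10 µM MG132 for full effect; MG132 reads +100%, hits lower the ratio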
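Compounds up to 46 uM were incubated four hours with TMD8 cells whose green CBG68 luciferase is fused to IkappaBalpha; red CBR luminescence normalised the signal, and concentration-effect curves were fitted to fusion, red and ratio data.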
B2AR arrestin: beta2AR (human) beta-arrestin recruitment activity; 330,000 tested, 0.02% active; P07550; Potency, µM (series often up to 46.1 µM), inactives show top-dose activation, actives largely listed as activators; beta-arrestin recruitment to beta2AR, cell-based reporter;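 note: potency is the fitted concentration of half-maximal effect; 0% = DMSO controls and full agonism = EC100 isoproterenol or metaproterenol; nearly all actives have a fitted effect of over 65% in size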
KCNH2 3.1 block: KCNH2 3.1 (human) potassium channel inhibition; U2OS KCNH2 3.1, thallium flux FluxOr; hits give low values; activity change, % (tested at about 1.8 µM); 340,000 tested, 0.95% active; AID 720553;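 active = maximum activity change below -70%; inconclusive = maximum activity change from -70% to -50%; inactive = maximum activity change above -50%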;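 note: thallium influx rate constant from kinetic fluorescence after stimulation buffer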
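FluxOr-based Tl+ influx in U2OS cells transduced with KCNH2 3.1 virus; rate constants normalized to DMSO controls.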
PKM2 activator: PKM2 (human) enzyme activation. P14618. purified PKM2, Kinase-Glo ATP luminescence, activation; response scale: 0% is enzyme alone, no compound. Potency, µM (series often up to 57.5 µM), for the others: top-dose activation, most hits filed as activators. 260,000 tested, 0.34% active. AID 1631; note: potency is the fitted concentration of half-maximal effect; nearly all actives have a fitted effect of over 55% in size
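ATP formation by purified human PK-M2, quantified via coupled luciferase luminescence after 1 h at room temperature with 0.1 mM ADP and 0.5 mM PEP final.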
GALK inh: blocks human galactokinase activity; 270,000 tested, 0.007% active; Potency, µM (doses to about 57.5 µM), without a hit: at the highest dose activity change, negative = inhibition, most hits filed as inhibitors; P51570; AID 1868; Purified GALK, Kinase-Glo residual ATP luminescence; note: potency is the fitted concentration of half-maximal effect
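Human GALK (5 nM) with 35 uM ATP and 100 uM galactose in 20 mM HEPES pH 8.0, 5 mM MgCl2, 60 mM NaCl, 1 mM DTT, 0.01% BSA. After 1 h at room temperature, leftover ATP was read by Kinase-Glo Plus luminescence.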
USP2a block: blocks human ubiquitin-specific protease USP2a. O75604. USP2 core, Ub-CHOP2 coupled fluorogenic reporter, 485/531. Potency, µM (titrated, usually from 38.3 µM), without a hit: at the top dose activity change, negative = inhibition, usual class: inhibitors. 330,000 tested, 0.01% active;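 note: potency is the fitted concentration of half-maximal effect; plate controls were DMSO wells for no effect and full inhibition by NEM control for full effect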
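Cell-free coupled assay: 10nM USP2 core preincubated 30min RT with compound in Tris-HCl pH 8.0/CaCl2/CHAPS buffer, then 25nM Ub-CHOP2 and 25nM reporter substrate; fluorescence (Ex 485/Em 531) read after 60min RT, normalized to NEM inhibition, concentration-response curves fitted.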
uPA surface inh: blocks generation of uPA at the cell surface | cell surface uPA generation assay, qHTS | Potency, µM (series often up to 38.3 µM), for the others: top-dose activity change, negative = inhibition, usual class: inhibitors | 330,000 tested, 0.31% active | AID 540303; active = well fitted inhibition curve with a large enough effect; inconclusive = small, poorly fitted or top-dose-only effect; inactive = no such curve, though single readings can be large or run the other way; tested in mouse RAW 264.7 cells; note: potency is the fitted concentration of half-maximal effect; nearly all actives have a fitted effect of over 55% in size
Numbers without * were called inactive; ? = inconclusive; nt = not tested or not shown. Unless noted, calls come from the whole dose curve; as a rule, active = well fitted curve in the direction sought with a large enough effect; inconclusive = small, poorly fitted or top-dose-only effect, or another doubt; inactive = no such curve, though single readings can be large; an effect the other way counts as inactive or inconclusive. Unless noted, % is set by controls: 0 for no effect and ±100 for the full control effect. The order is random; about 2.4% have a hit in one of these screens.

smiles	USP2a block	GALK inh	KCNH2 WT inh	B2AR arrestin	Coupling enz	Eya2 phos inh	Giardia killer	PKM2 activator	uPA surface inh	Chronic BCR inh	KCNH2 3.1 block
COc1ccc(CN2CCOCCOCCOCC2)cc1	-1%	-1%	8	0.1%	5	-4%	16	20%	5%	1%	-1
CC(C)N(C(=O)Cn1c(SCC(=O)NC2CC2)nc2ccccc21)C(C)C	-1%	1%	1	-0.6%	1	-15%	-28	nt	3%	0%	-32
CC(OC(=O)CNC(=O)COc1ccccc1)C(=O)N(C)Cc1ccccc1 (stereo unspecified)	1%	nt	-1	0.0%	nt	2%	8	nt	3%	?	-2
COc1ccc(C(=O)Nc2ccc(Cl)cc2C(=O)N2CCOCC2)cc1	0%	-2%	-8	-1.5%	nt	-3%	3	-7%	-49%	?	9
Cn1c(Cc2nc3ccccc3n2C)nc2ccccc21	3%	nt	-2	-0.2%	nt	-13%	1	nt	4%	-2%	11
O=C1CC(N2CCCCCC2)C(=O)N1c1ccc2c(c1)OCO2 (stereo unspecified)	0%	-1%	7	0.1%	5	-5%	2	22%	2%	1%	-3
NS(=O)(=O)c1ccc(NC(=O)CSc2nc3ccccc3n2-c2ccccc2)cc1	-1%	-2%	36	0.0%	0	0%	-10	-3%	26%	?	-31
Cc1ccc(C)c(NC(=O)c2ccc[n+](Cc3ccc([N+](=O)[O-])cc3)c2)c1	2%	-1%	-4	-0.5%	-3	1%	-1	1%	3%	7%	-13
N/C(Cc1ccc(Cl)cc1Cl)=N\OC(=O)Cc1cccs1	-3%	1%	-8	-0.6%	-1	-7%	15	-19%	9%	?	-5
O=C(NCCCO)C(=O)Nc1ccc2c(c1)N(S(=O)(=O)c1cccs1)CCC2	0%	nt	1	0.3%	nt	8%	10	nt	-4%	-16%	3
CCN(CC(=O)N1CCN(Cc2ccccc2)CC1)S(=O)(=O)c1ccc(C)cc1	0%	-5%	-3	0.5%	-1	7%	-7	1%	0%	1%	10
CC(C)[C@@H](C(=O)NCC1CCCO1)N1C(=O)N2CCc3c([nH]c4ccccc34)[C@@]2(C)C1=O (stereo partly specified)	0%	nt	-2	-0.4%	-1	5%	-11	0%	1%	2%	1
Brc1ccccc1-n1nnc(-c2cccnc2)n1	9%	-3%	3	-0.3%	-7	-12%	6	1%	-14%	?	27
COc1cccc(CN(C)S(=O)(=O)c2ccc3c(c2)OCCO3)c1	3%	nt	0	-0.7%	nt	5%	-1	nt	12%	9%	2
Cc1ccc(N2C(=O)[C@@H]3C(C(=O)CN4C(=O)c5ccccc5C4=O)=NN[C@@H]3C2=O)c(C)c1	2%	-2%	2	4.0%	-1	-14%	13	-5%	1%	16%	6
O=C(CSCc1ccccc1Br)NC1CC1	1%	4%	0	2.8%	-1	1%	-10	-1%	0%	-1%	2
CCc1cc2c3c([nH]c2cc1S(=O)(=O)N1CCC2(CC1)OCCO2)CCCC3=O	1%	0%	-1	0.6%	-4	8%	11	-5%	-2%	-9%	-27
CCOc1cc(C(=O)N2CCCC2)cc(OCC)c1OCC	0%	0%	-6	-0.3%	3	11%	15	2%	1%	-4%	3
O=C(Nc1ccc(N2CCCC2)c(S(=O)(=O)Nc2cccc(C(F)(F)F)c2)c1)c1cccs1	-13%	0%	-4	5.0%	-5	-13%	11	-3%	-8%	8%	-18
CC(NCc1ccc2c(c1)OCO2)C(=O)N1CCc2ccccc21 (stereo unspecified)	7%	-1%	-1	-1.1%	4	-2%	-4	-4%	7%	11%	13
CC(C)c1nc(Cl)c(C#N)c2c1CSC(C)(C)C2	3%	-1%	3	0.0%	0	-4%	1	1%	-8%	-7%	-24
CCCCCCCCCC[n+]1cccc(C(=O)N(CC)CC)c1	1%	1%	nt	-0.7%	0	-1%	-3	5%	-30%	-2%	-8
Brc1ccc(OCCCCCN2CCOCC2)cc1	1%	0%	17	-0.8%	-1	11%	5	14%	19%	?	-6
CCOc1ccc(CCNC(=O)COC(=O)c2cccnc2SC)cc1OCC	1%	nt	-10	-0.3%	nt	20%	-8	nt	-3%	1%	3
Cn1c(=O)c2c(nc(N3CCOCC3)n2C/C=C/c2ccccc2)n(C)c1=O	1%	-3%	12	-0.9%	2	-26%	-20	5%	-3%	-29%	3
COC(=O)c1ccccc1NC(=O)CSc1[nH]c(=O)cc(C)c1C#N	-2%	10%	3	0.0%	7	-5%	7	2%	-1%	?	-2
CC(c1ccccc1)C1NC(C(=O)O)CS1 (stereo unspecified)	4%	7%	-1	0.4%	1	11%	1	-13%	-1%	-26%	-4
O=C(COC(=O)c1ccc(Cl)nc1)Nc1cc(S(=O)(=O)N2CCOCC2)ccc1Cl	0%	nt	7	7.8%	nt	6%	-1	nt	7%	0%	6
CC1CCN(Cc2nnnn2CCCC(=O)NCCN2CCOCC2)CC1	3%	5%	1	-0.1%	nt	-9%	15	-5%	13%	0%	3
COc1ccc(COn2nnc3ccc(S(=O)(=O)N4CCOCC4)cc32)cc1F	-1%	nt	-3	0.3%	nt	0%	-7	nt	-6%	-4%	3
O=C(CN1C(=O)C2CCCCC2C1=O)OCc1nnc(-c2ccccc2)o1 (stereo unspecified)	-2%	10%	-5	0.2%	4	-3%	2	16%	-4%	?	13
COc1cccc2c(=O)c3cccc(N)c3[nH]c12	2%	nt	-11	-0.2%	-56*	6%	-22	2%	-5%	?	21
O=C(Nc1ccccc1N1CCOCC1)C1CCN(S(=O)(=O)c2ccccc2F)CC1	2%	2%	8	-0.3%	4	-2%	23	3%	1%	-3%	8
CCN(CC)S(=O)(=O)c1cc(NC(=O)CCNC(=O)c2ccccc2Cl)ccc1C	0%	3%	-4	-2.0%	1	1%	15	2%	0%	-1%	-45
Cc1nn(S(=O)(=O)c2ccc(F)cc2)c(C)c1S(=O)(=O)N1CCCCC1	0%	2%	-7	0.1%	nt	5%	3	nt	4%	6%	16
O=C(Cn1c(C(F)(F)F)nc2ccccc21)NCCCN1CCOCC1	-2%	1%	0	0.1%	1	-4%	7	6%	3%	15%	-9
CCOC(=O)c1c(C)[nH]c(C(=O)OCC(=O)c2c(N)n(C)c(=O)n(C)c2=O)c1C	1%	4%	nt	-0.1%	2	14%	nt	11%	nt	-5%	nt
CCN=c1scc(-c2ccccc2)n1/N=C/c1ccccn1	0%	3%	3	-0.4%	-3	-1%	?	2%	-5%	?	-31
O=C(Nc1ccc(Br)cn1)c1coc(=O)c(Br)c1	1%	nt	-5	-0.6%	6	5%	-1	0%	0%	?	7
COCCN(C(=S)Nc1ccccc1C)C(C)c1ccco1 (stereo unspecified)	9%	-2%	7	-0.3%	2	-7%	20	-1%	1%	0%	-1
CN(Cc1c(F)cccc1Cl)C(=O)CNC(=O)c1ccc2c(c1)OCO2	-2%	nt	3	0.2%	nt	-2%	15	nt	4%	-5%	9
CCN1CCN(CC(=O)N2N=C(c3ccc(OC)cc3)CC2c2ccc(OC)cc2)C(=O)C1=O (stereo unspecified)	1%	-2%	-27	0.1%	1	-10%	6	2%	-3%	1%	6
c1ccc(CN2CCN(CCOCCOc3ccc4c(c3)CCC4)CC2)cc1	0%	0%	9	-0.5%	0	3%	8	0%	-7%	3%	-16
CCOC(=O)C(C)Oc1cccc2c(=O)n(CC(=O)NCCc3ccc(OC)c(OC)c3)ccc12 (stereo unspecified)	3%	nt	-7	0.2%	1	-1%	-11	0%	1%	?	15
COc1cc(CCC(=O)OCC(=O)NC2CCCC(C)C2C)cc(OC)c1OC (stereo unspecified)	0%	-2%	-14	0.1%	3	-4%	-15	0%	1%	1%	-5
COc1ccc(C2CC(=O)C(CS(=O)(=O)c3ccccc3)C(=O)C2)cc1 (stereo unspecified)	0%	-3%	-32	-0.1%	-3	12%	-18	2%	7%	27%	13

High-throughput results (PubChem BioAssay)
